PglD DTNB: inhibitors of Campylobacter jejuni PglD acetyltransferase | purified PglD enzyme, DTNB colorimetric CoA detection | inhibition, % at 12.5 µM | 360,000 compounds, 0.098% hits | AID 602405; in the data active = inhibition above about 16%, passing the limit was not always enough; inconclusive = no clear call, values can overlap the other calls; note: strong numbers were not always called active
DENV2 CPE rescue: inhibitors of DENV2 cytopathic effect; DENV2-infected cells, cytopathic effect rescue, plate reader; CPE inhibition, % at 9.99 µM; 350,000 compounds, 1.7% hits; AID 651640; in the data active = CPE inhibition above about 20%, passing the limit was not always enough; inconclusive = no clear call, values can overlap the other calls; tested in BHK-21 cells;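 note: 0% = median of neutral control wells and 100% = median of positive control wells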
S100A4 inh HTS: blocks human S100A4 binding to myosin IIA peptide | S100A4/TAMRA-MyoIIA peptide fluorescence polarization | inhibition, % at 10.7 µM | P26447 | AID 652163 | 360,000 compounds, 0.14% hits;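 active = mean inhibition of at least 70% across replicates, with every replicate also reaching that level; inconclusive = mean inhibition reaches 70% but some replicates fall short; inactive = mean inhibition below 70%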
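incubation = readout 5 min after mixing, signal stable up to 60 min | system = S100A4 monomer protein | buffer or medium = HEPES pH 7.2 with CaCl2, KCl, NaCl, DTT, Triton | benchmarks = neutral control DMSO, positive control TFP | also added = fluorescent myosin IIA peptide, 5 nM | compound dosing = one concentration per compound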
ERp5 block: inhibitors of human ERp5. Q15084. ERp5 insulin aggregation, absorbance 650 nm, 90 min. inhibition, % at 9.99 µM. 350,000 compounds, 0.05% hits;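 active = mean replicate inhibition above about 25%, with every replicate also reaching it, limit read from the data, passing the limit was not always enough; inconclusive = only one of those two criteria met; inactive = neither criterion met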
Target sequence (Q15084 whole entry, looked up): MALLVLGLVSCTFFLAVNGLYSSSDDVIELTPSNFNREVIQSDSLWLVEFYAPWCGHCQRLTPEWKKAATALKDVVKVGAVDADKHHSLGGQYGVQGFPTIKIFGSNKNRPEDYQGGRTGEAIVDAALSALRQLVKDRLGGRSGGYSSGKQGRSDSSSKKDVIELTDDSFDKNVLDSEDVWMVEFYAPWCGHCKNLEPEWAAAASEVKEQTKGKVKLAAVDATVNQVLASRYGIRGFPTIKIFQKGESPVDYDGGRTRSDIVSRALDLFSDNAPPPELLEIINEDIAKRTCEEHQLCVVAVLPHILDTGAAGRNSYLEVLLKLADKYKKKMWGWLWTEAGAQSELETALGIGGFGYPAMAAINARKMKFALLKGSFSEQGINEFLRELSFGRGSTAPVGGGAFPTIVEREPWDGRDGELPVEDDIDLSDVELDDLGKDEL
C2C12 statin: suppression of simvastatin myotoxicity; 330,000 compounds, 0.78% hits; rescue of ATP level, % at 7.49 µM; C2C12 myotubes + simvastatin, ATP luminescence, 48 h; scaled: DMSO 0, geranylgeraniol control 100;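 active = mean ATP rescue above about 67%, or every replicate alone reaching that limit, limit read from the data, passing the limit was not always enough; inconclusive = no clear call, values can overlap the other calls; inactive = mean under the limit and some replicate under it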;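 note: myotubes were challenged with 10 µM simvastatin during compound exposure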
E-selectin induc: induces E-selectin expression in human endothelial cells; HUVEC E-selectin immunofluorescence imaging; normalized: neutral wells 0, TNF-alpha wells 100; 260,000 compounds, 0.37% hits; activation, % at 7.58 µM; P16581;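 active = mean E-selectin-positive cell signal at least 10% of the positive control, reached in at least 60% of replicates, without over 20% cell loss; inconclusive = no rule given, readout overlaps actives, possibly toxicity-flagged; inactive = the rest, including those meeting only one limit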;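 note: in these data hits start at about 27%; measured in HUVEC primary endothelial cells; signal is the percent of cells scored E-selectin positive by PE staining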
Target sequence (P16581 whole entry, looked up): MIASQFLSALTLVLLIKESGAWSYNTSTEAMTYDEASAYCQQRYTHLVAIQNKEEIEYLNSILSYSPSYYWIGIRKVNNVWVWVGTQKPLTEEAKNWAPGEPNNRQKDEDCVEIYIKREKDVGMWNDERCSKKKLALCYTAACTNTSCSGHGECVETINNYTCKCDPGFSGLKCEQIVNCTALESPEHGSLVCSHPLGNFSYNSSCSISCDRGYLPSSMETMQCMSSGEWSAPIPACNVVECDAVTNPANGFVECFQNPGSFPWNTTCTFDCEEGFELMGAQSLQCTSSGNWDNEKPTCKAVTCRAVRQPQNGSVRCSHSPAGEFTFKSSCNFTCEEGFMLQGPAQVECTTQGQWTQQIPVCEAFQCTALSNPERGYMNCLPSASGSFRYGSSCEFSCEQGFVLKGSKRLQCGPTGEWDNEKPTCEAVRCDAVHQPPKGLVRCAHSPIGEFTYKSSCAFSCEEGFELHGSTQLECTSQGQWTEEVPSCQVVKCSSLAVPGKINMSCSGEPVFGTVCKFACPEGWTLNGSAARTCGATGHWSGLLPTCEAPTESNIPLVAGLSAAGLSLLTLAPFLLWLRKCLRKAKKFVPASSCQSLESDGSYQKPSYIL
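Test system: HUVEC; input: 3,000 HUVEC/well; measured by: immunofluorescence imaging; read-out: % PE-positive cells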
SIRT5 block: blocks human SIRT5 desuccinylation of peptide; Q9NXA8; Purified SirT5, succinyl-peptide AMC, trypsin-coupled fluorescence; inhibition, % at 15 µM; 330,000 compounds, 1.1% hits; AID 652115; in the data active = inhibition above about 15%; inconclusive = no clear call, values can overlap the other calls
The depositor's hits bear a star; & = joins results of further samples. The list is partial. The share of hits here may be higher or lower than overall.

Screening Cc1cccc(C(=O)NNC(=O)CCC(=O)Nc2cccc(Cl)c2C)c1 returned PglD DTNB 0, C2C12 statin 1 and E-selectin induc -0.2.
Screening COc1ccccc1C(=O)Oc1ccccc1C(=O)Nc1ccccc1 returned PglD DTNB -3, DENV2 CPE rescue 1, S100A4 inh HTS 3, ERp5 block -3, C2C12 statin -1 and SIRT5 block -4.
`C[C@@H]1CCCCO[C@@H](CN(C)S(=O)(=O)c2cn(C)cn2)[C@@H](C)CN([C@@H](C)CO)C(=O)c2cc(NS(=O)(=O)c3cn(C)cn3)ccc2O1` gave PglD DTNB 4, DENV2 CPE rescue 1, S100A4 inh HTS 3, ERp5 block -4, E-selectin induc 0.1 and SIRT5 block -1.
For O=C1[C@H](Cc2ccccc2)NCC=CC[C@@H](c2ccc(Cl)cc2)N1Cc1ccc(Cl)cc1 the results were PglD DTNB -1, DENV2 CPE rescue -4, S100A4 inh HTS -6, ERp5 block -12, C2C12 statin 1, E-selectin induc -0.1 and SIRT5 block -5.
Screening CC(/C=N/N1CCN(c2ccccc2)CC1)=C\c1ccco1 returned PglD DTNB 2, DENV2 CPE rescue -4, S100A4 inh HTS 4, ERp5 block -12, C2C12 statin -33 and SIRT5 block -5.
COc1ccc(C(=O)OCC(=O)Nc2ncc([N+](=O)[O-])s2)cc1OC was read as PglD DTNB -6, DENV2 CPE rescue 0, S100A4 inh HTS -9, ERp5 block 3, C2C12 statin -1, E-selectin induc 0.1 and SIRT5 block 6.
CCCCC(=O)Nc1ccc(C(=O)NNC(=O)CCc2ccccc2)cc1 was read as PglD DTNB -3, DENV2 CPE rescue 8, S100A4 inh HTS 4, ERp5 block 3, C2C12 statin 15 and SIRT5 block -3.
`O=C(O)C1=C[C@@H](C2CCCCC2)C[C@@H](OCc2ccc(CO)cc2)O1` gave PglD DTNB 2, DENV2 CPE rescue inconclusive, S100A4 inh HTS 0, ERp5 block 1, C2C12 statin 3 and E-selectin induc 0.4.
Screening C[C@H]1CN([C@@H](C)CO)C(=O)c2cc(C#Cc3ccncc3)cnc2O[C@@H]1CN(C)C(=O)c1ccccc1F returned PglD DTNB -2, DENV2 CPE rescue 13, S100A4 inh HTS -6, ERp5 block 10, C2C12 statin 11, E-selectin induc -0.2 and SIRT5 block 8.
`C=CCNC(=O)NC(=O)Cn1c(=O)c2c(ncn2CC)n(Cc2ccccc2)c1=O` gave PglD DTNB -1, DENV2 CPE rescue 0, S100A4 inh HTS -1, ERp5 block 3, C2C12 statin -3 and SIRT5 block 3.
Screening CCN(c1ccccc1)S(=O)(=O)c1ccc2c(c1)N(C(C)=O)CCS2 returned PglD DTNB 2, DENV2 CPE rescue 4, S100A4 inh HTS 1, ERp5 block -6, C2C12 statin 2 and SIRT5 block -2.
For COc1ccc(NC(=O)Nc2nnc([C@@H]3C[C@H](O)[C@@H](CO)O3)s2)cc1 the results were PglD DTNB 4, DENV2 CPE rescue 10, S100A4 inh HTS 13, ERp5 block 0, C2C12 statin 5, E-selectin induc 5.3 and SIRT5 block -1.
COCC(C)NC(=O)/C(=C/c1ccccc1)c1ccccc1 (stereo not drawn) was read as DENV2 CPE rescue 0, S100A4 inh HTS -11, ERp5 block 0, C2C12 statin -4, E-selectin induc 3.1 and SIRT5 block -2.
COc1ccc(NC(=O)N(C)C[C@H]2Oc3ccc(NC(=O)CCC(F)(F)F)cc3CC(=O)N([C@H](C)CO)C[C@@H]2C)cc1 was read as PglD DTNB -6, DENV2 CPE rescue -9, S100A4 inh HTS -5, ERp5 block -2, C2C12 statin -20, E-selectin induc -0.1 and SIRT5 block 1.
`OC[C@@H]1CN(Cc2cccnc2)C[C@H](n2cnc3c(N4CCCC4)ncnc32)O1` gave PglD DTNB 7, DENV2 CPE rescue inconclusive, S100A4 inh HTS 22, ERp5 block 1, C2C12 statin 1 and E-selectin induc 0.1.
Screening Cc1ccc(C(=O)NCC(c2ccco2)N2CCCCC2)s1 (stereo not drawn) returned PglD DTNB 10, DENV2 CPE rescue 4, S100A4 inh HTS -11, ERp5 block 0, C2C12 statin -1, E-selectin induc 7.7 and SIRT5 block 2.
Screening CNC(=O)c1oc(-c2ccc(Cl)cc2)nc1C returned DENV2 CPE rescue 1, S100A4 inh HTS -3, ERp5 block 3, E-selectin induc 4.4 and SIRT5 block -6.
`O=C(NCc1cccs1)C1CCCN1C(=O)Nc1ccccc1Cl` (stereo not drawn) gave PglD DTNB -3, DENV2 CPE rescue 3, S100A4 inh HTS -1, ERp5 block 1, C2C12 statin 3, E-selectin induc 0.1 and SIRT5 block 1.
For O=C(CCN1CCCCC1)NCC[C@H]1CC[C@@H](NC(=O)C2CCC2)[C@@H](CO)O1 the results were PglD DTNB 0, DENV2 CPE rescue -3, S100A4 inh HTS -3, ERp5 block -2, C2C12 statin 0, E-selectin induc -0.5 and SIRT5 block 1.
For O=C(NC(=S)NC1CCS(=O)(=O)C1)c1cccs1 (stereo not drawn) the results were DENV2 CPE rescue 2, S100A4 inh HTS -3, ERp5 block -3, E-selectin induc -1.8 and SIRT5 block 2.
`CCN(CC)CCn1c2c(c(SCC(=O)Nc3ccc(C)c(F)c3)nc1=O)CCC2` gave PglD DTNB 2, DENV2 CPE rescue -6, S100A4 inh HTS -1, ERp5 block -2, C2C12 statin 0, E-selectin induc 0.3 and SIRT5 block -5.
Screening CN(C)CCN1CCN(C(c2ccnc3ccccc23)c2nnnn2-c2ccc3c(c2)OCCO3)CC1 (stereo not drawn) returned DENV2 CPE rescue 22*, S100A4 inh HTS -16, ERp5 block -6, E-selectin induc 0.0 and SIRT5 block -9.
Screening Cc1ccc(CNC(=O)CCCCCNc2nc(=S)[nH]c3ccccc23)cc1 returned DENV2 CPE rescue 3, S100A4 inh HTS 1, ERp5 block 6, E-selectin induc 2.7 and SIRT5 block 0.
For O=S1(=O)CC=C(CSC(=S)NC2CCS(=O)(=O)C2)C1 (stereo not drawn) the results were DENV2 CPE rescue -3, S100A4 inh HTS -9, ERp5 block 5 and SIRT5 block 0.
`COC(=O)CN(c1ccc(OCc2ccccc2)cc1)S(C)(=O)=O` gave DENV2 CPE rescue -1, S100A4 inh HTS 6, ERp5 block 0 and SIRT5 block 9.
O=C(N1CCc2cc(S(=O)(=O)NC[C@H]3O[C@@H](n4ccc(=O)[nH]c4=O)[C@H](O)[C@@H]3O)ccc2C1)C(F)(F)F was read as PglD DTNB -1, DENV2 CPE rescue -1, S100A4 inh HTS 0, ERp5 block 1, C2C12 statin 0 and SIRT5 block 0.
For CC(=O)N/C(=N\c1nc(C)cc(C)n1)Nc1ccc2ccccc2c1 the results were PglD DTNB -3, DENV2 CPE rescue 6, S100A4 inh HTS -3, ERp5 block 1, C2C12 statin -15, E-selectin induc 1.1 and SIRT5 block 12.
COc1ccccc1N1CCN(C(=O)C(=O)c2cccc([N+](=O)[O-])c2)CC1 was read as DENV2 CPE rescue -12, S100A4 inh HTS -2, ERp5 block 7 and E-selectin induc 0.0.
Screening COc1ccc2nc(C)cc(Nc3cccc(C(=O)O)c3)c2c1 returned PglD DTNB 6, DENV2 CPE rescue 8, S100A4 inh HTS -1, ERp5 block 1, C2C12 statin 10, E-selectin induc 0.1 and SIRT5 block 3.
Screening Cc1onc(-c2c(F)cccc2Cl)c1C(=O)Nc1cc2cc([N+](=O)[O-])ccc2oc1=O returned DENV2 CPE rescue -9, S100A4 inh HTS -5, ERp5 block -2 and E-selectin induc -0.3.
Screening COc1ccc(-c2cc(C(=O)N3CCc4ccccc4C3)no2)cc1 returned PglD DTNB 2, DENV2 CPE rescue 6, S100A4 inh HTS 4, ERp5 block 7, C2C12 statin -12 and E-selectin induc 1.1.
Screening CCN(C1CCCCC1)S(=O)(=O)c1c(C)n(C)c(=O)n(C)c1=O returned PglD DTNB 2, DENV2 CPE rescue -2, S100A4 inh HTS 2, ERp5 block -5 and SIRT5 block 1.
Screening Cc1ccc(C(=O)NC(=S)NCC2CCCO2)cc1[N+](=O)[O-] (stereo not drawn) returned S100A4 inh HTS 4, ERp5 block 4 and SIRT5 block 9.
Screening CC(=O)Nc1ccc2c(c1)ncn2-c1ccccc1 returned PglD DTNB 0, DENV2 CPE rescue -1, S100A4 inh HTS -7, ERp5 block -3, C2C12 statin -9 and SIRT5 block 3.
COc1ccc(/C=C(/NC(=O)c2ccccc2Cl)C(=O)NCCCC(=O)O)cc1 was read as DENV2 CPE rescue -5, S100A4 inh HTS -5, ERp5 block 2, E-selectin induc -0.6 and SIRT5 block -1.
For C[C@@H]1CN([C@H](C)CO)C(=O)Cc2cc(NS(=O)(=O)c3ccc(F)cc3)ccc2O[C@H]1CN(C)C(=O)Nc1ccccc1 the results were PglD DTNB -10, DENV2 CPE rescue -11, S100A4 inh HTS -1, ERp5 block 7, C2C12 statin 18, E-selectin induc 0.1 and SIRT5 block -2.
For C[C@@H]1CN([C@@H](C)CO)C(=O)CCCn2nncc2CO[C@@H]1CN(C)C(=O)Nc1ccc(C(C)(C)C)cc1 the results were PglD DTNB -4&3, DENV2 CPE rescue -5&-5, S100A4 inh HTS inconclusive, ERp5 block -6&-2, C2C12 statin -1&13, E-selectin induc 0.0&0.1 and SIRT5 block 1&15.
COC(=O)CC1C(=O)NCCN1C(=O)CSc1nnc(Nc2ccc(OC)cc2)s1 (stereo not drawn) was read as PglD DTNB 5, C2C12 statin -4 and E-selectin induc 0.6.
`COc1cc(CNc2ccc3[nH]c(=O)[nH]c3c2)ccc1OCc1ccccc1C` gave PglD DTNB -1, DENV2 CPE rescue 5, S100A4 inh HTS -8, ERp5 block 0, C2C12 statin 21, E-selectin induc -0.2 and SIRT5 block -2.
Nn1c(=O)[nH]c2ccccc2c1=O was read as PglD DTNB 6, DENV2 CPE rescue -9, S100A4 inh HTS -1, ERp5 block -5, C2C12 statin 7 and SIRT5 block 1.

Three entries drawn at random from the list so far:
`COc1cc(CNc2ccc3[nH]c(=O)[nH]c3c2)ccc1OCc1ccccc1C` gave PglD DTNB -1, DENV2 CPE rescue 5, S100A4 inh HTS -8, ERp5 block 0, C2C12 statin 21, E-selectin induc -0.2 and SIRT5 block -2.
COc1ccc(/C=C(/NC(=O)c2ccccc2Cl)C(=O)NCCCC(=O)O)cc1 was read as DENV2 CPE rescue -5, S100A4 inh HTS -5, ERp5 block 2, E-selectin induc -0.6 and SIRT5 block -1.
Screening Cc1ccc(C(=O)NC(=S)NCC2CCCO2)cc1[N+](=O)[O-] (stereo not drawn) returned S100A4 inh HTS 4, ERp5 block 4 and SIRT5 block 9.

(next part)
O=C(O)c1cccc(S(=O)(=O)N2CCC(Cc3ccccc3)CC2)c1 was read as PglD DTNB 4, DENV2 CPE rescue 1, S100A4 inh HTS -3, ERp5 block 0, C2C12 statin 20, E-selectin induc -0.1 and SIRT5 block 2.
Cc1cc(C(=O)COC(=O)c2ccc(O)cc2)c(C)n1Cc1ccco1 was read as PglD DTNB 1, DENV2 CPE rescue 1, S100A4 inh HTS 0, ERp5 block 8, E-selectin induc 0.5 and SIRT5 block -1.
For CCNC(=O)Nc1ccc2c(c1)C(=O)N(C)[C@H]1CC[C@@H](CC(=O)NCCOC)O[C@@H]1CO2 the results were S100A4 inh HTS -1, C2C12 statin -7 and E-selectin induc 0.1.
`COc1ccc(CN(C)C2CCCCC2)cc1` gave DENV2 CPE rescue -1, S100A4 inh HTS -2, ERp5 block -1 and SIRT5 block 11.
`CCS(=O)(=O)N1CC(=O)N2[C@H](CO)[C@@H](c3ccc(-c4ccccc4F)cc3)[C@@H]2C1` gave DENV2 CPE rescue 15, S100A4 inh HTS -5, ERp5 block -2, E-selectin induc 0.3 and SIRT5 block -2.
`COc1ccccc1/C=C1\Oc2cc(OC(=O)N3CCOCC3)ccc2C1=O` gave DENV2 CPE rescue -2, S100A4 inh HTS -4, ERp5 block -1 and SIRT5 block -4.

Assay outcomes deposited in PubChem by Broad Institute.
